Assay outcomes from PubChem BioAssay.
FUS suppressor: qHTS for Suppressors of FUS Proteinopathy: Primary screen using FUS-linked yeast assay; actives 0.24% (n = 390,000); S. cerevisiae FUS-expressing, growth rescue, OD600, 24 h; Potency, µM (series often up to 76.6 µM), without a hit: at the top dose growth rescue (activation), most hits filed as activators; AID 1347120, 2019;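 further: potency means the concentration at half of the fitted maximal effect; plate controls were DMSO vehicle for no effect and reference control for full effect; nearly all actives have a fitted effect of over 55% in size; some results filed as inactive show a strong effect at the top dose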
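Yeast expressing FUS under galactose induction, OD 0.005 in 2% galactose medium; compounds in a dilution series, 24 h at 30C. Growth rescue by absorbance at 600 nm; CP55940 positive control, DMSO negative.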
HEK293 tox: qHTS of GLP-1 Receptor Inverse Agonists: Cytotox Screen | actives 0.13% (n = 410,000) | HEK293 cAMP-luciferase reporter cells, luminescence, 24 h | Potency, µM (series often up to 38.3 µM), inactives show top-dose activity change, negative = inhibition, most hits filed as inhibitors;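 further: loss of luciferase light is scored as toxicity; potency means the concentration at half of the fitted maximal effect; on the % scale 0 is the no-effect control and ±100 the full control effect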
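Compound-treated cells are incubated 24 hr at 37 deg C under 5% CO2 after a 12 hour attachment period, then luciferase detection reagent is added and luminescence is measured following 12 min at room temperature; lowered signal indicates toxicity.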
PTHR1 ag: qHTS for PTHR1 Agonists: Primary Screen. actives 0.075% (n = 410,000). Potency, µM (highest dose often 115 µM), for inactives: at the highest dose activation, actives largely listed as activators. HEK293 GP2 PTHR1 cells, GloSensor cAMP luminescence, 1 h. Parathyroid hormone/parathyroid hormone-related peptide receptor (Homo sapiens), Q03431; further: potency means the concentration at half of the fitted maximal effect; nearly all actives have a fitted effect of over 55% in size; some results filed as inactive show a strong effect at the top dose; inactives centre near -15; many of its hits are not listed in these tables
Target sequence (Q03431 whole entry, looked up): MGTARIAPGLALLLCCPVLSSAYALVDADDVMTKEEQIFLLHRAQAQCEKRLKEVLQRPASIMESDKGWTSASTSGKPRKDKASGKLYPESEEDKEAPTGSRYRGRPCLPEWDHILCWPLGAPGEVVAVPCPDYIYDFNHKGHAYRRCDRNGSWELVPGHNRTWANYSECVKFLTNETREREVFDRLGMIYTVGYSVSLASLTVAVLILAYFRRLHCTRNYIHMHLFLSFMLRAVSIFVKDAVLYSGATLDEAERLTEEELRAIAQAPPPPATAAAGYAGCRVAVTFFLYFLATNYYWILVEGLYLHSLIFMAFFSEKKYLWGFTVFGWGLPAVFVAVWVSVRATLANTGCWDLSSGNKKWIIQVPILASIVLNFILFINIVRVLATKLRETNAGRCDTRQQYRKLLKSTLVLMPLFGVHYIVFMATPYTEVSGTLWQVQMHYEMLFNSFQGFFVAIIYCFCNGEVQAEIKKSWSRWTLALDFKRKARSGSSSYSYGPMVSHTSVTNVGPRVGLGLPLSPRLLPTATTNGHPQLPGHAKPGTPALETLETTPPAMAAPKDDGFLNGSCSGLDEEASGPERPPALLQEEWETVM
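HEK-293-derived GP2 cells expressing PTHR1 and a GloSensor cAMP reporter, 3,000/well, plated overnight, given luciferin plus IBMX (each 0.5 mM as added) for 1 h at 37 °C, then compound for 1 h at 37 °C. Luminescence was read after 15 min at room temperature.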
GLP-1R inv ag: qHTS of GLP-1 Receptor Inverse Agonists (Inhibition Mode) | Glucagon-like peptide 1 receptor (Homo sapiens), P43220 | HEK293 GLP-1R CRE-luciferase, luminescence, 24 h; GLP-1R form is constitutively active | Potency, µM (titrated, usually from 38.3 µM), for inactives: at the top dose activity change, negative = inhibition, hits mostly inhibitors | actives 1.6% (n = 410,000); further: potency means the concentration at half of the fitted maximal effect; on the % scale 0 is the no-effect control and ±100 the full control effect; nearly all actives have a fitted effect of over 55% in size
Target sequence (P43220 whole entry, looked up): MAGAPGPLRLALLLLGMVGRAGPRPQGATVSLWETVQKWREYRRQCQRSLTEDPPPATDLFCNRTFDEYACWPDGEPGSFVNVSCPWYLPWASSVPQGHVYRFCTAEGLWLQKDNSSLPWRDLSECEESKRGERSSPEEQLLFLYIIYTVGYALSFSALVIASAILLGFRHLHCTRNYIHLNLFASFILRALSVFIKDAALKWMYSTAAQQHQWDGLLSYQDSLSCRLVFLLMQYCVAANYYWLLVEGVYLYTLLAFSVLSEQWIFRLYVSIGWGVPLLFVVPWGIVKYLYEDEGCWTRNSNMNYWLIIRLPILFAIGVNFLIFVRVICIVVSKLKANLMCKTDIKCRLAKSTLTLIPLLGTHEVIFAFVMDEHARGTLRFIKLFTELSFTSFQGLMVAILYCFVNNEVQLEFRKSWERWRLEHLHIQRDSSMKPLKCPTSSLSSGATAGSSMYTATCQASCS
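Using stably transfected HEK293 (constitutively active GLP-1R, cAMP-luciferase reporter), compounds were incubated 24 hr and luciferase measured by luminescence.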
aSyn yeast inh: qHTS of alpha-syn Inhibitors. Yeast expressing alpha-synuclein, growth rescue, BacTiter-Glo, 24 h. Potency, µM (highest dose often 46.1 µM), for the others: at the highest dose growth rescue (activation), hits mostly activators. actives 0.14% (n = 370,000). AID 652106, 2013; further: potency means the concentration at half of the fitted maximal effect; % of control where 0% means no effect; nearly all actives have a fitted effect of over 65% in size
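Rescue of yeast growth: cells expressing toxic alpha-synuclein, induced in galactose at OD600 0.02, incubated with compound 24 h at 30 C. ATP luminescence quantified growth; inhibitors of toxicity appear as activators.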
Akt phos inh: HTS Assay for Inhibitors of Akt Phophorylation: Primary Screen; Neuro2A IGF-stimulated pAkt S473 HTRF, 20 min; active compounds read low; activity change, % for hits at 50 µM; actives 0.32% (n = 360,000); AID 651550, 2012; in the data active means activity change below about -80%; inconclusive means mostly about -51% to -80%; further: on the % scale 0 is the no-effect control and ±100 the full control effect
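Neuro2A cells in DMEM with 0.5% FBS, overnight at 37 deg C, given compound at single 50 µM final, then IGF (6 nM final) for 20 min at 37 deg C. Lysed; phospho-Akt Ser473 by HTRF after 24 h, 665/615 ratio.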
TDP43 rescue: qHTS of TDP-43 Inhibitors; Potency, µM (titrated, usually from 46.1 µM), for the others: at the highest dose growth rescue (activation), usual class: activators; actives 1.8% (n = 410,000); TDP-43 expressing yeast growth rescue, BacTiter-Glo, 24 h; further: potency means the concentration at half of the fitted maximal effect; % of control where 0% means no effect; nearly all actives have a fitted effect of over 50% in size
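Luminescence from BacTiter-Glo reports growth of TDP-43-expressing yeast after 24 hr at 30 deg C with compound. Cells were raffinose-pregrown to mid-log, then seeded in galactose medium at OD600=0.02.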
Abeta yeast res: qHTS for compounds that reverse cellular toxicity of Amyloid beta (A-beta) peptide in yeast: Primary Screen | yeast expressing A-beta42, growth rescue, OD600, 48 h; response scale: 0% DMSO, 100% iron-clioquinol control | Potency, µM (titrated, usually from 46.1 µM), inactives show at the highest dose growth rescue, most hits filed as activators | actives 0.063% (n = 410,000) | AID 1347071, 2019; further: potency means the concentration at half of the fitted maximal effect; nearly all actives have a fitted effect of over 55% in size
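Yeast A-beta toxicity model in growth medium with pinned compounds, 48 h at 30 C; growth read as absorbance at 600 nm. Normalized to FeCl3/clioquinol equimolar mix (positive) and DMSO (negative).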
Mm-Cpn inhibitor: Inhibitors of TCP-1 ring complex (TRiC) of Methanococcus maripaludis (MmCpn): qHTS; Chaperonin Mm-Cpn (Methanococcus maripaludis); actives 0.031% (n = 330,000); AID 504842, 2011; purified Mm-Cpn ATPase, ADP Transcreener TR-FRET; Potency, µM (top dose mostly 76.9 µM), inactives show top-dose activity, negative = inhibition, most hits filed as inhibitors; further: potency means the concentration at half of the fitted maximal effect; on the % scale 0 is the no-effect control and ±100 the full control effect; nearly all actives have a fitted effect of over 80% in size
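Compound-treated chaperonin, 25 nM final, turns over 10 uM ATP at 37°C for 30 min following a 10 min preincubation; ADP generated competes with ADP-d2 for Eu-cryptate antibody, lowering FRET.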
* marks the source's active call; other numbers are inactive results; i = inactive; ? = inconclusive; . = not tested or not shown; [ ] = another dose, or the depositor's remark. Unless noted, the call rests on the fitted dose curve; in most records, active means well fitted curve in the direction sought with a large enough effect; inconclusive means small, poorly fitted or top-dose-only effect, or another doubt; inactive means no such curve, though single readings can be large; an effect the other way counts as inactive or inconclusive.

molecule	FUS suppressor	HEK293 tox	PTHR1 ag	GLP-1R inv ag	aSyn yeast inh	Akt phos inh	TDP43 rescue	Abeta yeast res	Mm-Cpn inhibitor
Cc1cc(Cl)c(OCCN2C(=O)NC(C)(C)C2=O)c(Br)c1	3%	-17%	-17%	-9%	.	.	6%	24%	-3%
Cc1ccc(Cc2c(-c3ccco3)nc3ccc(Cl)cn23)cc1	17%	-8%	-97%[inhibitor]	?	?	i	6.3µM*	-78%[inhibitor]	.
Cc1ccc(-n2c(SCC(=O)N3CCN(c4ccccn4)CC3)nnc2N2CCCC2)cc1	.	-2%	-5%	?	1%	i	0%	7%	-3%
CC1(C)Cc2c(c(=S)nc(-c3ccccc3)n2Cc2cccnc2)CO1	15%	-10%	i	-17%	-6%	i	-16%	6%	1%
S=C(NCc1ccccc1)NCc1cccc(CNC(=S)NCc2ccccc2)c1	24%	-32%	-13%	?	1%	i	26%	16%	-2%
CC(C)Cn1cnc2c1c(=O)n(CC(=O)NC(=O)NC(C)(C)C)c(=O)n2Cc1ccccc1	?	-5%	i	-30%	2%	i	-1%	2%	-1%
O=C(Nc1cccc(C(F)(F)F)c1)NC1CCN(S(=O)(=O)c2ccc(F)cc2)CC1	-10%	-5%	-15%[57.5 µM]	?	4%	i	8%	-6%	0%
COc1ccc(CNC(=O)c2ccccc2NC(=O)C2=CSCCO2)c(OC)c1	16%	-13%	-13%	0%	5%	i	7%	2%	-2%
COC(=O)C1=C(C(=O)OC)[C@@H]2N(C)c3ccc(OC)cc3[C@@]23C[C@@H](C(=O)OC)N(S(=O)(=O)c2ccc(OC)cc2)C3=N1	34%	-11%	-27%	29%	-8%	i	-10%	5%	-2%
O=C(Oc1cc2oc(=O)c3c(c2cc1Cl)CCCC3)c1cccs1	.	275%[activator]	-85%	2%	2%	i	-22%	-6%	-2%
COCCCN1C(=O)C(=O)/C(=C(/O)c2ccc(OCC(C)C)cc2C)C1c1cccnc1 (configuration not stated)	23%	-3%	i	0%	1%	i	-4%	-13%	-5%
CCCOc1ccc(C(=O)OCC(=O)NCCc2ccc(OCC)c(OCC)c2)cc1OC	-1%	-4%	-13%	-20%	-6%	i	7%	-5%	-5%
Cc1ccc(S(N)(=O)=O)cc1NC(=O)C(c1ccccc1)c1ccccc1	11%	-6%	-13%	20%	-3%	i	-10%	0%	1%
CCCCNC(=O)c1[nH]c(C)c(C(C)=O)c1C	-3%	1%	-11%	24%	4%	i	-10%	-19%	-3%
CCCNC(=O)CN(c1ccccc1)S(=O)(=O)c1ccc(OC)c(OC)c1	13%	-9%	i	10%	-3%	i	-6%	-9%	-2%
COc1ccc(/C=C2/SC(=S)N(Cc3ccccc3)C2=O)cc1O	-9%	-2%	-42%[inhibitor]	?	22%	i	10%	-2%	0%
CCOc1ccccc1C(=O)Nn1c(C2CCC2)nc2ccccc2c1=O	22%	-18%	13%[57.5 µM]	?	4%	i	-17%	-22%	2%
CN1c2ccccc2C(C)(C)C12CC(c1ccc(S(=O)(=O)N3CCCCC3)cc1)=NO2 (configuration not stated)	5%	4%	i	?	5%	i	-3%	8%	?
O=C1C2C3C=CC(C4CC34)C2C(=O)N1/N=C/c1ccc(-c2ccccc2[N+](=O)[O-])o1 (configuration not stated)	16%	-18%	-18%	?	10%	i	-14%	-18%	-2%
COc1ccccc1N1CCN(C(=O)CCNC(=O)Cn2ccc3ccccc3c2=O)CC1	-6%	18%	-1%	-14%	-5%	i	14%	-1%	0%
COc1ccc(CN(C)C(=O)CCC(=O)N2CCN(S(=O)(=O)c3ccc(Cl)cc3)CC2)c(OC)c1	36%	-4%	-8%	?	-1%	i	18%	7%	.
CCOc1ccc(N(CC(=O)NCCC2=CCCCC2)S(=O)(=O)c2ccccc2)cc1	12%	-4%[7.66 µM]	i	-25%[7.66 µM]	-9%	i	0%[9.22 µM]	3%	0%
CC#CC(=O)N1CCC(CCc2ccccc2)(C(=O)OCC)CC1	5%	1%	-17%	?	1%	i	-16%[9.22 µM]	17%	-1%
CC1CCN(C(=O)Nc2cccc(NC(=O)N3CCC(C)CC3)c2)CC1	44%	-22%	i	?	0%	i	-26%	13%	0%
COCCNC(=O)c1ccccc1NC(=O)c1nsc2ccccc12	25%	8%	-8%	37%[activator]	.	.	10%	-21%	.
O=C(COc1ccccc1)NCC(c1cccs1)N1CCOCC1 (configuration not stated)	-10%	-19%	-6%[57.5 µM]	0%	0%	i	-5%	-2%	-4%
CCOC(=O)c1cc(C(=O)OCC)c(=O)[nH]c1N1CCCC1	-21%	-1%	i	11%	2%	i	2%	-6%	0%
CC1=C(C#N)C(c2cccnc2)C2=C(CC(C)(C)CC2=O)N1 (configuration not stated)	-28%	154%[activator]	i	4%	0%	i	-2%	21%	-3%
CC(C)CCn1cnc2c(cnn2-c2ccc(F)cc2)c1=O	4%	4%	-65%[inhibitor][57.5 µM]	5%	-4%	i	-5%	-2%	-12%
O=C(O)c1nccnc1C(=O)Nc1ccccc1-c1ccccc1	20%	-11%	-19%	2%	1%	i	-18%	5%	-2%
CCc1ccc(NC(=O)Cn2nnc(C(=O)NCc3ccc(OC)cc3)c2N)cc1	-19%	3%	i	16%	-6%	.	16%	3%	-2%
CCCC(C(=O)O)N1C(=O)/C(=C/c2cccn2C)SC1=S (configuration not stated)	.	-23%	i	1%	-9%	i	?	3%	1%
O=C(COC(=O)CC1CC2CCC1C2)Nc1cccc(S(=O)(=O)NC2=NCCCCC2)c1 (configuration not stated)	26%	-17%	-12%	-20%	10%	i	19%	4%	-9%
COc1ccccc1C1C(C#N)=C(N)Oc2cc(C)n(Cc3ccccn3)c(=O)c21 (configuration not stated)	19%	-6%	i	-9%	9%	i	21%	13%	?
Cc1cc2c(SCC(=O)N3CCN(c4ccccc4)CC3)ncnc2s1	-10%	24%	-5%	13%	5%	i	0%	-8%	1%
CCOc1ccc(NC(=O)CSc2oc(-c3ccccc3)nc2S(=O)(=O)c2ccc(Cl)cc2)cc1	10%	-13%	i	-4%	.	.	11%	9%	.
O=C(CSc1nnc(-c2cccnc2)n1-c1ccc(SC(F)F)cc1)N1CCCc2ccccc21	-17%	3%	i	-15%	-5%	i	-14%	-12%	1%
Cc1cc(C)cc(NC(=O)CN(c2ccc(F)cc2)S(C)(=O)=O)c1	-7%	-3%	-5%	?	2%	i	?	-12%	-1%
COc1ccc(C(=O)Nc2ccc3nc(SCc4ccc(C)cc4)sc3c2)cc1	18%	4%	i	2%	.	.	10%	-12%	.
Cc1ccc(NC(=O)C(=O)NCC2CCCN2S(=O)(=O)c2cccs2)cc1C (configuration not stated)	21%	-6%	-38%[inhibitor]	-26%	-2%	i	-5%	-8%	-2%
CN(C)CCCn1c(-c2ccccc2)nc(=S)c2c1CCCC2	20%	8%	i	9%	-3%	i	-9%	24%	-29%
O=C(Nc1ccccc1C(=O)Nc1nncs1)c1ccccc1	-2%	-7%	i	-12%	3%	i	-6%	-1%	-10%
CN(c1nc2c(c(=O)n(C)c(=O)n2C)n1CC(=O)c1ccccc1)C1CCCCC1	?	-25%	-4%	7.9µM*	12%	i	-1%	-7%	0%
Cc1ccc(CSc2[nH]c(=O)ncc2C)cc1	-26%	-9%	i	11%	1%	i	8%	9%	0%
COc1ccc(C2CC(=O)C(C=NCCO)=C(O)C2)cc1OC (configuration not stated)	3%	18%	i	22%	7%	i	4%	9%	-3%
COc1ccccc1N(Cc1ccccc1)S(=O)(=O)c1cccc(C(=O)Nc2ccc(C(C)=O)cc2)c1	16%	-4%	-22%	-40%	2%	i	4%	2%	-18%
CC(NC(=O)Cn1cc(C(=O)C2CC2)c2ccccc21)c1ccccc1 (configuration not stated)	3%	-10%	-3%[57.5 µM]	?	1%	i	2%	3%	2%
O=C(N1CCN(c2ccccc2F)CC1)C1(c2cccs2)CCOCC1	9%	19%	i	63%	6%	i	?	12%	1%
COc1ccccc1CNC(=O)COC(=O)c1cc(C)nc2ccccc12	.	10%	-8%	-11%	3%	i	12%	-15%	2%
CC(C)C(C(=O)NCc1ccccc1)N(C)Cc1ccc(Cl)c(Cl)c1 (configuration not stated)	8%	2%	-83%[inhibitor]	?	-10%	i	11%	20%	.
Clc1ccc2nc(C3CCCCC3)c(CC3CCCCC3)n2c1	-18%	-1%	i	12%	10%	i	0%	11%	.
CC1=CC(C)C2C(=O)N(O)C(=O)C2C1 (configuration not stated)	19%	-7%	i	4%	0%	i	6%	7%	-3%

An excerpt, so the mix of outcomes need not match the whole.
